Assay outcomes deposited in PubChem BioAssay by several laboratories.
COUP-TFII inh = blocks human COUP-TFII nuclear receptor; inhibition, % at 8.6 µM; HEK293T NGFI-A luciferase reporter, luminescence; P24468; 370,000 tested, 0.7% active;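 active = inhibition above a per-plate cutoff, mean inhibition of test wells between control levels plus 3 SD, cut at about 38% in these data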;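 note: cells cotransfected with COUP-TFII expression vector driving the NGFI-A reporter; 0% = median of COUP-TF2 test wells and 100% = reporter-only cells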
Target sequence (P24468 whole entry, looked up): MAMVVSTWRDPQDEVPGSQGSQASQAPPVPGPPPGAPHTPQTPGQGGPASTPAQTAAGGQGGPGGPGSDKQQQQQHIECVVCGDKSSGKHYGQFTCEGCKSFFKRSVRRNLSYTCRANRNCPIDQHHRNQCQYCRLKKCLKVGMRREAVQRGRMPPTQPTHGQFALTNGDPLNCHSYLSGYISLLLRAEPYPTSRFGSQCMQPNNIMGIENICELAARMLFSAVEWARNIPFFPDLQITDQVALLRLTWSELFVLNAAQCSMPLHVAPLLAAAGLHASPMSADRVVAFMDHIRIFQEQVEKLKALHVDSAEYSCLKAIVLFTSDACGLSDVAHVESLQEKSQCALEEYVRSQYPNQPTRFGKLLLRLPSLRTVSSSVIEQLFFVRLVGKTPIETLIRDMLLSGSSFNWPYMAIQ
Shn3 3UTR inh = inhibitors of Schnurri-3 3'UTR reporter in osteoblasts | Clone20 osteoblast Shn3 3'UTR firefly luciferase, 24 h | 360,000 tested, 0.52% active | inhibition, % at 12.5 µM | AID 588674;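 active = mean inhibition of at least 75% with every replicate also reaching 75%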;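 note: 0% = median of neutral control wells and 100% = pilot-screen positive control compound; some compounds past the cut are filed as inactive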
NCOA1 inh = inhibits human SRC1 coactivator; Q15788; HEK293 GAL4-SRC1 luciferase reporter, luminescence; inhibition, % at 3.6 µM; 360,000 tested, 0.12% active; AID 588354;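 active = inhibition above the campaign mean plus 3 SD, with each screening campaign given its own cutoff, cut at about 60% in these data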;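 note: 0% = DMSO treated cells and 100% = gossypol at 36 µM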
TWEAK-Fn14 inh = blocks TWEAK-Fn14 interaction in a reporter cell assay. 360,000 tested, 2% active. AID 1159606. TWEAK-stimulated Fn14 reporter cells, luciferase luminescence, 8 h. inhibition, % at 10 µM; in the data active = inhibition above about 50%
C8 TRAIL sens = caspase-8 TRAIL sensitization; inhibition (viability loss, TRAIL sensitization), % at 10 µM; AID 624354; NB7+C8 cells + TRAIL, ATPlite viability luminescence; 360,000 tested, 1% active;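 active = compounds causing at least 50% loss of cell viability in the single-dose screen, relative to plate controls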
TROY NFkB inh = inhibitors of TROY-dependent NF-kB signaling | Q293 LMP1-TROYcd NF-kB luciferase reporter, 4 h | inhibition, % at 10 µM | 360,000 tested, 0.98% active | AID 1347056;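 active = compounds whose plate-normalised and pattern-corrected inhibition of the luciferase reporter signal at the single screening dose is 50% or more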
NCOA3 inh = human NCOA3 inhibition; Q9Y6Q9; 360,000 tested, 0.17% active; inhibition, % at 3.6 µM; HEK293 GAL4-SRC3 luciferase reporter, luminescence; AID 588352;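 active = inhibition above a per-campaign cutoff, the mean of all compounds plus 3 SD, cut at about 60% in these data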;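 note: 0% = DMSO-treated cells and 100% = gossypol-treated cells at 36 µM; higher means less SRC3-driven luciferase light from the GAL4 reporter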
LRH-1 inv ag = NR5A2 inverse agonism in reporter assay | AID 602396 | inhibition, % at 3.6 µM | HEK293T StAR-luciferase reporter, LRH-1 transfected, 24 h | 360,000 tested, 0.13% active;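 active = inhibition above the mean inhibition of all tested compounds plus 3 SD, cut at about 73% in these data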;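 note: 0% = DMSO wells and 100% = reporter-only cells lacking LRH-1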
Target sequence (O00482 whole entry, looked up): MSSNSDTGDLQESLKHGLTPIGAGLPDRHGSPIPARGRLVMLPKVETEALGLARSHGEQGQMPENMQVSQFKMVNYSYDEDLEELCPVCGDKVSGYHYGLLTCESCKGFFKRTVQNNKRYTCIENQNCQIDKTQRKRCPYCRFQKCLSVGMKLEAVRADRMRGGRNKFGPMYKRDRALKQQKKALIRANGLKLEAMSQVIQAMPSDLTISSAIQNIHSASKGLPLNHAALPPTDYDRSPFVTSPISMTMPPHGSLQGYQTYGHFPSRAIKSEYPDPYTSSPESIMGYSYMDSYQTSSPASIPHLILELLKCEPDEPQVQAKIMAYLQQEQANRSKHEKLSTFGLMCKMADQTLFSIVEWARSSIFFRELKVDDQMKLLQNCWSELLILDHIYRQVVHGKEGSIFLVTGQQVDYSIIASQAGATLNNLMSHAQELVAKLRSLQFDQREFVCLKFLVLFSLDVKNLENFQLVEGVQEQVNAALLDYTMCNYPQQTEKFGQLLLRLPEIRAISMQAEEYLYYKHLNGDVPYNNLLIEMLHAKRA
KKLEB cytotox = reduces viability of KKLEB cystic fibrosis airway cells; activity change (cytotoxicity), % at 5 µM; AID 602141; KKLEB CF airway cells viability, ATPlite luminescence, overnight; active compounds read low; cells stimulated with P. aeruginosa culture filtrate; 360,000 tested, 0.36% active;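 active = corrected activity change at or below -50% at 5 µM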
CF NFkB inh = cystic fibrosis NF-kB activation inhibition; KKLEB NF-kB-GFP reporter, PAF-induced, GFP fluorescence overnight; inhibition, % at 5 µM; 360,000 tested, 0.86% active; AID 588850;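 active = at least 50% inhibition at 5 µM, scaled per plate between neutral and stimulator controls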;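 note: PAF is a Pseudomonas aeruginosa culture filtrate used as stimulus; plate controls were PAF-stimulated DMSO wells for no effect and unstimulated DMSO wells for full effect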
LMP1 NFkB inh = Epstein-Barr LMP1 NF-kappaB reporter inhibition; 350,000 tested, 0.69% active; AID 504558; inhibition, % at 12.5 µM; LMP1-induced NF-kappaB luciferase reporter cells, luminescence; in the data active = inhibition above about 41%;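 note: 0% = neutral control wells and 100% = reference inhibitor control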
An asterisk follows results filed as active; / = not tested or not shown.

smiles | COUP-TFII inh | Shn3 3UTR inh | NCOA1 inh | TWEAK-Fn14 inh | C8 TRAIL sens | TROY NFkB inh | NCOA3 inh | LRH-1 inv ag | KKLEB cytotox | CF NFkB inh | LMP1 NFkB inh
COc1ccc(CCNC(=O)CSc2nncs2)cc1 | -3.8 | -18.8 | 4.5 | 11.6 | -0.6 | -8.5 | 2.0 | -20.5 | 1.2 | 12.6 | 6.2
Cc1cc(NC(=O)CSc2nnc(-c3cccnc3)n2Cc2ccccc2)no1 | 6.9 | 4.7 | -4.0 | -9.8 | -3.4 | 9.6 | 8.8 | -21.6 | 2.2 | 5.9 | -3.4
CO/N=C/NC(=O)c1ccc([N+](=O)[O-])c(CS(=O)(=O)c2ccc(Cl)cc2)c1 | -2.7 | -3.1 | 4.8 | -8.7 | 4.6 | -8.7 | 3.0 | 7.4 | 0.0 | 12.3 | -8.2
CCCOC(=O)c1cc(=O)[nH]c2ccccc12 | 0.5 | 15.6 | -41.1 | 8.7 | -20.1 | -15.2 | -7.9 | -4.0 | 5.4 | 4.3 | -0.2
Cc1ccc(C(=O)Nc2cccnc2)cc1S(=O)(=O)N1CCOCC1 | 8.0 | -8.7 | -5.3 | -7.5 | -20.5 | 12.8 | 10.9 | 10.4 | -1.1 | 9.1 | -3.5
O=C(Nc1ccccc1)N1CCN(Cc2ccc(Cl)cc2)CC1 | 10.4 | 1.1 | -25.6 | 12.9 | -0.8 | -9.1 | 13.1 | 0.3 | -16.2 | -4.5 | -4.0
COc1ccc(CCn2nnnc2C(c2ccc(Cl)cc2)N2CCN(C)CC2)cc1OC (stereo unspecified) | 12.5 | 18.5 | 1.6 | 20.3 | -16.0 | 17.6 | 5.6 | 3.2 | 13.7 | 7.3 | -1.1
CN1C(C(=O)NCc2ccco2)CC2Cn3c(nc4ccccc43)C21 (stereo unspecified) | 1.3 | -13.0 | -2.1 | 3.0 | -5.0 | -14.9 | -6.8 | 0.7 | -7.7 | -9.6 | -2.9
CCN(CC)CCCn1c(=S)[nH]c2cc(Cl)ccc2c1=O | 10.1 | 3.8 | -22.5 | 2.4 | -15.6 | 16.2 | -3.7 | 0.3 | -5.1 | 4.0 | -23.7
Cc1ccc(S(=O)(=O)N(C)C)cc1NC(=O)COC(=O)Cc1cccs1 | -1.6 | -2.1 | 14.9 | -9.2 | -3.4 | -4.8 | 10.0 | -28.8 | -16.3 | 4.0 | 3.4
CC1=C(C(=O)OC(C)C)C(c2cccc(F)c2)n2ncnc2N1 (stereo unspecified) | -2.7 | 8.2 | 9.0 | 4.7 | -10.9 | -29.7 | 14.1 | 9.4 | -6.2 | 2.0 | -4.8
CCOc1cc(OCC)cc(C(=O)N2CCC[C@H]2C(=O)N2CCC[C@H]2C(=O)NCc2ccncc2)c1 | -6.7 | / | / | 4.3 | 14.2 | -3.0 | / | 5.6 | / | / | /
O=c1c2cnn(-c3ccccc3)c2ncn1CCc1ccccc1 | -25.2 | -36.4 | -10.8 | -11.9 | -3.3 | -64.8 | -29.7 | -36.6 | -3.4 | -6.6 | -7.9
Cn1cc(Br)c(C(=O)N2CCc3ccccc32)n1 | -0.6 | -49.1 | -9.4 | -14.8 | 1.8 | -14.8 | -3.9 | -14.0 | 12.6 | -0.2 | -7.3
Cc1oc(/C=N/NC(=O)CC2(C)OCCO2)cc1Br | 1.4 | -9.7 | -33.6 | -7.7 | 2.3 | 0.1 | -4.4 | 0.8 | 2.2 | 0.9 | 7.2
Cc1cc(C)nc(NC(=O)c2cc(-c3ccc4c(c3)OCO4)nc3ccccc23)c1 | 5.6 | 9.8 | 3.5 | 9.8 | 5.2 | -2.9 | 0.6 | 3.1 | 18.9 | -80.3 | -4.5
COc1ccc(CC(N)c2csc(NC(=O)Nc3ccccc3-c3ccccc3)n2)cc1 (stereo unspecified) | -3.7 | 44.8 | -0.4 | 22.2 | 39.2 | 23.1 | -13.1 | -1.5 | -15.0 | 14.8 | /
CSc1cccc(NC(=O)/C=C/c2ccc(Cl)cc2)c1 | -6.2 | -0.1 | -32.0 | 23.5 | 23.9 | 35.4 | -42.8 | -57.5 | 19.5 | -33.6 | -7.6
O=C(C1=C(O)C(=O)N(CC2CCCO2)C1c1ccccc1[N+](=O)[O-])c1ccco1 (stereo unspecified) | -4.4 | -11.5 | -9.6 | 10.1 | -8.0 | -10.5 | 2.8 | 14.0 | 2.6 | 6.2 | -2.0
CN(C)CCNC(=O)CN1C(=O)COc2ccc(C(C)(C)C)cc21 | 14.8 | -3.1 | 6.5 | 4.7 | 3.5 | -20.9 | 4.6 | -21.3 | 2.9 | -3.9 | -4.6
Cc1cc(Cl)ccc1NNC(=O)c1c(C)noc1C | -23.8 | -18.2 | -18.0 | -44.4 | 11.6 | 2.5 | 17.4 | 6.8 | 2.6 | 5.8 | -12.5
O=C(NC1CCCCCC1)C1CCN(c2nc3ccccc3o2)CC1 | 13.4 | 14.1 | -34.8 | 19.0 | 9.8 | -29.9 | -0.3 | -0.1 | 9.0 | 4.0 | 6.8
O=C(COc1cccc(F)c1)NNC(=O)Cc1ccc(Br)cc1 | -1.2 | 6.9 | -4.7 | 8.6 | -13.7 | 17.1 | -29.1 | 0.8 | 8.8 | 8.3 | 5.3
CCc1ccc(CNc2ccc3c(c2)ncn3C(C)(C)C)cc1 | -7.9 | -15.1 | -67.7 | 81.6* | -2.4 | 66.0* | -125.0 | -161.1 | -6.0 | 20.4 | -25.4
CN(C)CCN1CCN(c2cc(-c3cccc(Cl)c3)nc3ccnn23)CC1 | 1.0 | -2.4 | 8.3 | 8.1 | 5.2 | 1.7 | 0.9 | -16.5 | -3.1 | 7.8 | /
Cc1c(C#N)c2ncn(Cc3ccccn3)c(=O)c2n1-c1ccccc1 | 6.2 | 5.0 | -17.7 | -8.5 | -6.5 | -13.8 | 16.0 | 12.0 | 1.6 | 10.2 | 6.5
CCC(=O)NC(=S)Nc1ccccc1C(F)(F)F | -4.0 | -13.8 | 2.5 | -1.7 | -11.6 | 4.6 | -13.7 | -5.6 | -2.5 | -7.8 | 72.9*
O=C(O)c1cccc(NC(=S)N/N=C/c2cccnc2)c1 | 12.7 | 2.8 | -11.2 | -14.7 | 6.0 | -53.5 | -6.1 | -28.9 | 5.6 | -4.5 | -2.3
CC1(C(=O)Nc2ccc3c(c2)OCCO3)CC1(Cl)Cl (stereo unspecified) | -5.4 | -7.9 | -7.1 | 20.6 | -21.3 | -2.4 | -22.9 | -20.9 | -1.3 | 4.1 | 4.5
CCCCCCNC(=O)CC(NS(=O)(=O)c1ccc(NC(C)=O)cc1)C(C)C (stereo unspecified) | 3.6 | 13.7 | 1.1 | 6.4 | 21.9 | 9.1 | 21.6 | 4.3 | -9.1 | -18.3 | 2.7
OCc1ccccc1NC(=S)Nc1cccnc1 | -10.7 | -10.9 | 17.1 | 24.1 | 13.8 | 4.5 | -4.1 | 21.6 | -0.5 | -3.5 | 9.4
CCCn1c(=O)n(C)c(=O)c2c(SCC(=O)Nc3cc(C)on3)nc(C(C)(C)C)nc21 | -32.2 | 30.9 | 2.3 | 25.4 | 7.9 | -5.8 | -5.1 | 2.7 | -14.7 | 20.2 | -16.3
O=C1CCc2cc(S(=O)(=O)Nc3ccccc3)cc3c2N1CC3 | -9.1 | -9.6 | -1.2 | 6.9 | 15.8 | 5.7 | -24.9 | 6.1 | -7.4 | -14.2 | 7.9
CS(=O)(=O)C1=NSC2=NC(=O)/C(=C\c3cccn3-c3ccc(Cl)cc3)C(=N)N21 | -6.0 | -3.7 | 6.2 | -16.9 | 1.1 | 22.9 | 15.8 | -14.0 | 13.8 | -6.7 | -8.9
Cc1nc2ccccn2c1C(=O)NC1CCCCC1 | 4.1 | 5.0 | -9.5 | 7.1 | -13.6 | 12.7 | -11.5 | 1.6 | 5.6 | -1.4 | -2.8
Cc1ccc(C(C)C)c(OCC(=O)N/N=C/C2CCCCC2)c1 | -3.4 | -0.6 | -7.1 | -9.0 | 0.1 | -2.3 | 15.3 | 4.2 | -3.5 | -5.0 | 2.6
Cc1ccc(/C=N/NC(=O)Cn2nccc2C)o1 | -6.3 | 1.4 | -4.6 | -2.2 | -3.7 | -1.4 | 0.2 | 0.7 | 1.1 | 6.4 | -14.7
Cn1c(O)c(C2=c3ccccc3=NC2=O)[nH]c1=S | 1.5 | -13.6 | -7.3 | 15.4 | 1.9 | -30.4 | 20.0 | -2.4 | -10.4 | 3.2 | -12.7
O=C(NC1CCCc2ccccc21)c1c(F)cccc1Cl (stereo unspecified) | -6.0 | 0.5 | -35.7 | 4.4 | 4.9 | -12.7 | 6.8 | 11.2 | -1.0 | -12.9 | -5.4
COc1cccc(NC(=S)N(CCc2c(C)[nH]c3ccc(C)cc23)Cc2cccs2)c1 | -24.1 | 19.7 | -10.0 | -46.1 | 0.8 | -18.4 | -8.2 | 12.4 | -1.2 | 34.2 | 5.4
O=[N+]([O-])c1cccc2c(N3CCCC3)ccnc12 | 0.4 | 62.4 | 6.1 | -0.5 | 42.1 | -19.4 | -0.6 | 44.6 | 9.3 | -1.0 | -38.4
Cc1cnc(C(=O)OCC(=O)Nc2ccccc2-c2ccccc2)cn1 | 12.7 | 2.9 | -2.3 | -1.1 | 0.8 | -19.1 | -5.0 | 1.0 | 26.3 | 2.1 | 6.4
O=C1CC(C(=O)N2CCN(c3ccccc3)CC2)CN1Cc1ccccc1 (stereo unspecified) | -3.2 | -4.3 | 7.7 | 5.1 | 1.9 | 6.8 | 8.1 | -6.3 | -7.1 | 8.8 | 2.5
O=C(COc1ccccc1)NC1CCCc2ccccc21 (stereo unspecified) | -10.2 | -9.9 | 18.4 | 16.9 | 7.1 | 13.0 | 12.8 | -1.5 | -11.6 | 1.6 | -7.2
Cc1cc(NC(=O)CSc2nnc(C3COc4ccccc4O3)o2)no1 (stereo unspecified) | -0.6 | -17.4 | -8.2 | 8.0 | -4.6 | 1.6 | 14.6 | 1.2 | 0.8 | 1.8 | -0.3

An excerpt; count on the stated rates, not on these rows.
